Source: PubChem BioAssay (National Center for Advancing Translational Sciences (NCATS))
a7 integrin act: integrin-mediated muscular dystrophy alleviation activation | 0.064% of 350,000 active | alpha7betagal myoblasts, beta-gal FDG fluorescence, 48 h | Potency, µM (top dose mostly 38.3 µM), for inactives: at the top dose activation, actives largely listed as activators | AID 624291;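 also: potency is read from the fitted curve at half-maximal effect; 100% = response of the positive control SU9516; nearly all actives have a fitted effect of over 60% in size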
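Alpha7betagal+/- myoblasts (passage 13) were plated 16-24 hr, then exposed to compounds (1:260 dilution of DMSO stock) for 48 hours at 37C. After MPER lysis, β-galactosidase reporter activity was read as FDG fluorescence (ex 480/em 540) after 30 minutes.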
TCR activator: T cell receptor activation. primary human leukocytes, anti-CD3, IL-2 HTRF, 48 h. Potency, µM (highest dose often 9.22 µM), without a hit: at the top dose activation of IL-2 secretion, usual class: activators. 330,000 tested, under 10 active. AID 504894; also: % of control where 0% means no effect
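Compounds are tested in HTS on primary human leukocytes co-incubated with a-CD3 beads for 48 hr. IL-2 output is measured by time-resolved FRET.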
A-T KAP1 phos: candidate therapy for ataxia-telangiectasia. 0.19% of 320,000 active. Potency, µM (top dose mostly 57.5 µM), inactives show top-dose activation, usual class: activators. […] A-T fibroblasts, KAP-1 phosphorylation AlphaLISA; neocarzinostatin DNA damage 30 min before lysis; also: potency is read from the fitted curve at half-maximal effect; % of control where 0% means no effect; nearly all actives have a fitted effect of over 45% in size
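ATM-like activity read as KAP-1 phosphorylation via AlphaLISA donor/acceptor antibody pairs after lysis and 6 hr at 25C. Cells were ATM-null patient fibroblasts ([…], hTERT), dosed 60 min, then exposed to the DSB inducer NCS for 30 min.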
p53 reactivation: re-activators of mutant p53. 0.063% of 320,000 active. H1299 p53-A138V BP100-luciferase reporter, luminescence, 24 h. Potency, µM (series often up to 92.2 µM), inactives show top-dose activity change, positive = activation, actives largely listed as activators; also: potency is read from the fitted curve at half-maximal effect; % of control where 0% means no effect; nearly all actives have a fitted effect of over 45% in size
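p53-null H1299 cells stably carrying temperature-sensitive p53-A138V and a BP100-luciferase reporter were pinned with compounds (4-point, 1:5 series) and held 24 hrs at 37 deg C. Luminescence was read 10 min after detection reagent.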
TRPV1 agonist: human TRPV1 agonism; Q8NER1; TRPV1-expressing cells, Fluo-8 calcium influx, agonist mode; activation, % at 8.33 µM; 0.19% of 320,000 active; in the data active = activation above about 80%; inconclusive = between about 30% and that limit; also: 0% is about no effect
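TRPV1-expressing cells were cultured overnight at 35.5C and loaded with Fluo-8 calcium dye for 40 to 90 min at room temperature. After a 10 s baseline, compound was added and calcium influx was read kinetically for 3 min (ex 480/em 520 nm).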
TSG101-PTAP inh: blocks PTAP/TSG101 interaction to inhibit HIV-1 budding; Fluorescence polarization, FITC-PTAP peptide / Tsg101 binding; Potency, µM (highest dose often 115 µM), without a hit: at the top dose activity change, negative = inhibition, most hits filed as inhibitors; 340,000 tested, under 10 active; AID 493005; active = well fitted inhibition curve with a large enough effect in the main read-out, with a control signal flat, not every such curve was filed as active; inconclusive = small, poorly fitted or top-dose-only effect, or effect the other way, or a change in a side signal; inactive = no such curve, though single readings can be large or run the other way; also: potency is read from the fitted curve at half-maximal effect; % of control where 0% means no effect
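Tsg101 binding domain (10 uM final) was mixed with compound and a FITC-labeled PTAP peptide (50 nM final) in HEPES pH 7.5 buffer with NaCl, Tween 20, EDTA and TCEP; fluorescence polarization was read after 20 min at r.t.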
B2AR arrestin: beta2AR (human) beta-arrestin recruitment activity. Potency, µM (top dose mostly 46.1 µM), for the others: at the top dose activation, hits mostly activators. P07550. AID 492947. 0.02% of 330,000 active. beta-arrestin recruitment to beta2AR, cell-based reporter;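 also: potency is read from the fitted curve at half-maximal effect; 0% = DMSO controls and full agonism = EC100 isoproterenol or metaproterenol; nearly all actives have a fitted effect of over 65% in size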
CXXC DNA block: MLL CXXC-DNA interaction inhibition; Q03164; MLL-CXXC / FITC-HOXA9 DNA fluorescence polarization; Potency, µM (highest dose often 115 µM), for the others: at the highest dose activity change, negative = inhibition, actives largely listed as inhibitors; 0.037% of 290,000 active; active = well fitted inhibition curve with a large enough effect in the polarisation, with a control signal flat, not every such curve was filed as active; inconclusive = small, poorly fitted or top-dose-only effect, or effect the other way, or a change in a side signal; inactive = no such curve, though single readings can be large or run the other way; the % refers to the polarisation; also: potency is read from the fitted curve at half-maximal effect
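Steps: dispense CXXC domain solution (7 uM) → pin compounds or unlabeled HOX-A9 DNA control → 5 min ambient → add FLSN-HOX-A9 solution (50 nM) → spin → 30 min ambient → fluorescence polarization. Tris pH 7.5/NaCl/DTT/BSA buffer.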
BRCA1 expr up: activators of BRCA1 expression; MCF7-BRCA1-FFLuc reporter, luminescence, 48 h; response scale: scaled: vehicle 0%, 10 µM genistein 100%; Potency, µM (doses to about 46.1 µM), without a hit: at the highest dose activation, most hits filed as activators; 1.1% of 380,000 active; AID 624202; also: potency is read from the fitted curve at half-maximal effect; nearly all actives have a fitted effect of over 80% in size; some results filed as inactive show a strong effect at the top dose
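48 h compound treatment of MCF7-BRCA1-FFLuc cells (phenol-red free MEM, 37 °C), then 15 min with luciferase substrate and luminescence imaging.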
ELG1 repair inh: inhibitors of ELG1-dependent DNA repair in HEK293T cells; HEK293T ELG1-luciferase reporter, luminescence, 16 h; DNA damage induced by 5-fluorouridine; Potency, µM (series often up to 46.1 µM), for the others: at the highest dose activity change, negative = inhibition, hits mostly inhibitors; 2.3% of 330,000 active; also: potency is read from the fitted curve at half-maximal effect; % is scaled to controls: 0 for no effect and ±100 for the full control effect; nearly all actives have a fitted effect of over 55% in size
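Luminescence from the luciferase reporter, measured 30 min after ONE-Glo reagent at room temperature, was the read-out. Beforehand, 2,000 cells per well were exposed for 16 hr at 37 °C to 5-fluorouridine together with compound or vehicle.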
An asterisk follows results filed as active; [ ] = another dose, or the depositor's remark. Unless noted, calls follow the shape of the dose curve; as a rule, active = well fitted curve in the direction sought with a large enough effect; inconclusive = small, poorly fitted or top-dose-only effect, or another doubt; inactive = no such curve, though single readings can be large; an effect the other way counts as inactive or inconclusive. Outcome played no part in choosing rows. Share with any hit: about 3.8%.

Results for CS(=O)(=O)N1CCC(C(=O)c2cccc(Cl)c2)CC1 ?
a7 integrin act: 26%; A-T KAP1 phos: 4%; p53 reactivation: -8%; TRPV1 agonist: 0; B2AR arrestin: -3.2%; CXXC DNA block: 11%; BRCA1 expr up: -13%; ELG1 repair inh: -6%

What do the screens show for `NS(=O)(=O)c1cccnc1Nc1ccc(Cl)c(Cl)c1`?
a7 integrin act: -16%; TCR activator: 0%; A-T KAP1 phos: 1%; p53 reactivation: 0%; TRPV1 agonist: 20; TSG101-PTAP inh: -4%; B2AR arrestin: -0.2%; CXXC DNA block: 1%; BRCA1 expr up: -14%; ELG1 repair inh: 4%

What do the screens show for `COc1ccc(Br)cc1S(=O)(=O)Nc1ncn[nH]1`?
a7 integrin act: -16%; TCR activator: -2%; A-T KAP1 phos: 8%; p53 reactivation: 10%; TRPV1 agonist: 0; TSG101-PTAP inh: -3%; B2AR arrestin: -0.9%; CXXC DNA block: 0%; BRCA1 expr up: -23%; ELG1 repair inh: 10%

Results for COCC(C)n1c(C)cc(C(=O)Cn2c(=O)oc3ccccc32)c1C (stereo not given) ?
a7 integrin act: -21%; TCR activator: -1%; A-T KAP1 phos: -3%; p53 reactivation: inconclusive; TRPV1 agonist: -1; TSG101-PTAP inh: -6%; B2AR arrestin: -2.8%; CXXC DNA block: -7%; BRCA1 expr up: 46%; ELG1 repair inh: 26%

What do the screens show for `O=C(c1ccccc1)c1ccc(C(=O)O)c(C(=O)O)c1`?
a7 integrin act: -1%; TCR activator: 3%; TSG101-PTAP inh: -3%; BRCA1 expr up: 0%

Results for CCOC(=O)/C(=C\Nc1ccc(OC(F)(F)F)cc1)Sc1ncc(C(F)(F)F)cc1Cl ?
a7 integrin act: 28%; TCR activator: 2%; A-T KAP1 phos: 2%; p53 reactivation: 4%; TRPV1 agonist: -3; TSG101-PTAP inh: -2%; B2AR arrestin: 0.1%; CXXC DNA block: 12%; BRCA1 expr up: -33%; ELG1 repair inh: inconclusive

What do the screens show for `O=C(O)C1CCN(S(=O)(=O)c2cccc3cccnc23)CC1`?
a7 integrin act: 12%; TCR activator: -7%; A-T KAP1 phos: -8%; p53 reactivation: 0%; TRPV1 agonist: -1; TSG101-PTAP inh: 0%; B2AR arrestin: -0.2%; CXXC DNA block: 1%; BRCA1 expr up: 15%; ELG1 repair inh: -4%

What do the screens show for `COC(=O)C1NN=C(C(=O)c2ccccc2)C1c1ccccc1` (stereo not given)?
a7 integrin act: -11%; TCR activator: 0%[46.1 µM]; A-T KAP1 phos: 3%; p53 reactivation: 2%; TRPV1 agonist: -4; TSG101-PTAP inh: -1%; B2AR arrestin: 10%; CXXC DNA block: 3%; BRCA1 expr up: -17%; ELG1 repair inh: -7%

How did Cc1ccc(S(=O)(=O)NCC2CCC(C(=O)NCc3ccco3)CC2)cc1 (stereo not given) do in these assays?
a7 integrin act: -4%; TCR activator: -3%; A-T KAP1 phos: 2%; p53 reactivation: 6%; TRPV1 agonist: 1; TSG101-PTAP inh: -1%; B2AR arrestin: -0.5%; CXXC DNA block: 2%; BRCA1 expr up: 10%; ELG1 repair inh: 16%

How did O=C(Nc1ccccc1C(F)(F)F)c1cc(-c2ccc(O)cc2)on1 do in these assays?
a7 integrin act: 0%; TCR activator: 5%; A-T KAP1 phos: 3%; p53 reactivation: inconclusive; TRPV1 agonist: -2; TSG101-PTAP inh: -7%; B2AR arrestin: 0.4%; CXXC DNA block: -8%; BRCA1 expr up: 11µM*; ELG1 repair inh: inconclusive

What do the screens show for `CCCCCCCCNCCS(=O)(=O)NCc1ccccc1`?
a7 integrin act: -40%; TCR activator: 7%; TSG101-PTAP inh: -4%; BRCA1 expr up: -44%

What do the screens show for `COc1cc(/C=C2/C(=N)N3C(c4ccccc4)=CSC3=NC2=O)ccc1OCC(=O)O`?
a7 integrin act: 25%; TCR activator: -11%; p53 reactivation: 6%; TRPV1 agonist: 0; TSG101-PTAP inh: -8%; B2AR arrestin: -0.7%; CXXC DNA block: inconclusive; BRCA1 expr up: 3%; ELG1 repair inh: 16%

How did Cc1cc(-c2ccccc2)n[nH]1 do in these assays?
a7 integrin act: 12%; TCR activator: -1%; A-T KAP1 phos: -1%; p53 reactivation: 0%; TRPV1 agonist: -10; TSG101-PTAP inh: -1%; B2AR arrestin: 0.2%; CXXC DNA block: 10%; BRCA1 expr up: -3%; ELG1 repair inh: inconclusive

Results for Nc1cc(Cl)nc(N/N=C/c2ccccc2[N+](=O)[O-])n1 ?
a7 integrin act: 23%; TCR activator: -3%; A-T KAP1 phos: -6%; p53 reactivation: 6%; TRPV1 agonist: -3; TSG101-PTAP inh: 0%; B2AR arrestin: 0.0%; CXXC DNA block: 1%; BRCA1 expr up: 11µM*; ELG1 repair inh: inconclusive

What do the screens show for `COc1ccc(N(CC(=O)Nc2ccccc2C(=O)N2CCCC2)S(C)(=O)=O)cc1`?
a7 integrin act: 6%; TCR activator: -2%; A-T KAP1 phos: 1%; p53 reactivation: 5%; TRPV1 agonist: -2; TSG101-PTAP inh: 1%; B2AR arrestin: -0.2%; CXXC DNA block: 8%; BRCA1 expr up: -2%; ELG1 repair inh: -2%

What do the screens show for `CN1CCN(C2=C(Cl)C(=O)N(CCc3ccccc3)C2=O)CC1`?
a7 integrin act: -49%[inhibitor]; A-T KAP1 phos: -9%; p53 reactivation: inconclusive; TRPV1 agonist: inconclusive; TSG101-PTAP inh: -12%; B2AR arrestin: -0.1%; CXXC DNA block: 14%; BRCA1 expr up: inconclusive; ELG1 repair inh: inconclusive

How did COc1ccccc1CNC(=O)c1nccnc1CO do in these assays?
a7 integrin act: 11%; TCR activator: -10%; A-T KAP1 phos: -11%; p53 reactivation: 1%; TRPV1 agonist: -1; TSG101-PTAP inh: -1%; B2AR arrestin: 0.5%; CXXC DNA block: -8%; BRCA1 expr up: -15%; ELG1 repair inh: -4%

Results for CCCN1c2cccc3cccc(c23)S1(=O)=O ?
a7 integrin act: -2%; TCR activator: -2%; A-T KAP1 phos: 16%; p53 reactivation: -3%; TRPV1 agonist: 2; TSG101-PTAP inh: -1%; B2AR arrestin: -0.2%; CXXC DNA block: 0%; BRCA1 expr up: 10%; ELG1 repair inh: 2%

Results for COC(=O)c1ccc(-n2nnnc2SCc2ccccc2OC)cc1 ?
a7 integrin act: 17%; TCR activator: -4%; A-T KAP1 phos: 12%; p53 reactivation: 15%; TRPV1 agonist: 4; TSG101-PTAP inh: -2%; B2AR arrestin: -0.2%; CXXC DNA block: -7%; BRCA1 expr up: -2%; ELG1 repair inh: -18%

What do the screens show for `Cc1ccc(NC(=S)N(CCN2CCCCC2)Cc2ccco2)cc1`?
a7 integrin act: -1%; TCR activator: 4%[46.1 µM]; A-T KAP1 phos: 5%; p53 reactivation: -3%; TRPV1 agonist: 6; TSG101-PTAP inh: -5%; B2AR arrestin: -0.9%; CXXC DNA block: -2%; BRCA1 expr up: -15%; ELG1 repair inh: 7%

Results for COc1cc(NC(=O)C/C(C)=N/NC(=O)Cc2ccccc2)c(OC)cc1Cl ?
a7 integrin act: 0%; TCR activator: 0%[46.1 µM]; A-T KAP1 phos: 0%; p53 reactivation: 0%; TRPV1 agonist: 0; TSG101-PTAP inh: -2%; B2AR arrestin: -0.4%; CXXC DNA block: 0%; BRCA1 expr up: -32%; ELG1 repair inh: 10%

What do the screens show for `CCOc1ccc(C(=O)NCCn2cc(SCC(=O)Nc3cc(C)on3)c3ccccc32)cc1`?
a7 integrin act: 6%; TCR activator: -7%; A-T KAP1 phos: 1%; p53 reactivation: -8%; TRPV1 agonist: -5; TSG101-PTAP inh: -8%; B2AR arrestin: -0.1%; CXXC DNA block: 7%; BRCA1 expr up: 19%; ELG1 repair inh: inconclusive

Results for CCOC(=O)C1C(c2cccs2)NC(=O)NC1(O)C(F)(F)F (stereo not given) ?
a7 integrin act: inconclusive; TCR activator: -2%; A-T KAP1 phos: 6%; p53 reactivation: -14%; TRPV1 agonist: 0; TSG101-PTAP inh: 0%; B2AR arrestin: -0.5%; CXXC DNA block: 1%; BRCA1 expr up: -3%; ELG1 repair inh: 0%

What do the screens show for `COc1ccccc1NC(=O)CSc1nnc(-c2ccncc2)n1CC1CCCO1` (stereo not given)?
a7 integrin act: -26%; A-T KAP1 phos: -6%; p53 reactivation: 0%; TRPV1 agonist: -3; TSG101-PTAP inh: -6%; B2AR arrestin: -0.4%; CXXC DNA block: 2%; BRCA1 expr up: 3%; ELG1 repair inh: 20%

What do the screens show for `COc1ccccc1C1=NOC(CN2C(=O)c3ccccc3S2(=O)=O)C1` (stereo not given)?
a7 integrin act: -4%; TCR activator: -6%; A-T KAP1 phos: -4%; p53 reactivation: inconclusive; TRPV1 agonist: 2; TSG101-PTAP inh: -8%; B2AR arrestin: -0.6%; CXXC DNA block: -5%; BRCA1 expr up: inconclusive; ELG1 repair inh: inconclusive
